# XBP1 UPR activ: adaptive UPR (XBP1) activation. CHO-XBP1 luciferase reporter, IRE1-XBP1 UPR activation, luminescence; percent of tunicamycin response, DMSO as zero. activation, % at 20 µM. hit rate 0.33% among 330,000. AID 463104;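 active = versus positive control, 20 µM dose yields 30% or more activation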;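 note: 100% = tunicamycin at 10 µg/mL and 0% = DMSO only wells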
#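 Assay system: IRE1-XBP1 luciferase reporter CHO line. Input: 1000 cells/well. Buffer or medium: F12 with 10% serum. Doses: 20 µM, 1% DMSO. Times: overnight seeding at 37 °C, 6 h compound treatment at 37 °C. Technique: Steady-Glo luciferase glow luminescence, 10 min after reagent addition.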
# tim10-1 inh: tim10-1 yeast growth inhibition; S. cerevisiae tim10-1 ts strain growth, BacTiter-Glo, 24 h; inhibition, % at 20 µM; hit rate 2.2% among 330,000; AID 463190;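 active = inhibition of at least 40%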;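 note: mutant grown at 25 °C; 0% = DMSO wells with yeast and 100% = wells holding no yeast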
# TIM10 inh: growth inhibitors of TIM10 yeast strain | hit rate 1.4% among 330,000 | inhibition, % at 10 µM | S. cerevisiae TIM10 strain growth, BacTiter-Glo luminescence, 24 h;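 active = inhibition of 40% or more at the single tested concentration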;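 note: wild-type TIM10 isogenic control strain grown at permissive 25 °C; 0% = DMSO yeast wells and 100% = minimal medium wells without yeast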
# tim23-1 inh: inhibits growth of tim23-1 mutant yeast | S. cerevisiae tim23-1 growth, BacTiter-Glo luminescence, 24 h | inhibition, % at 20 µM | hit rate 1.3% among 330,000 | AID 463212;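 active = growth inhibition of the mutant yeast at or above 50%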;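 note: temperature-sensitive mutant grown at 25 °C; plate controls were DMSO-treated mutant yeast for no effect and medium wells lacking yeast for full effect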
# Jurkat NFkB inh: lowers PMA/ionomycin-induced NF-kB signal in Jurkat cells; PMA/ionomycin-induced NF-kB luciferase reporter, luminescence; inhibition, % at 4 µM; hit rate 0.53% among 330,000; AID 435003; in the data active = inhibition above about 50%
# CHOP UPR activ: activators of apoptotic arm of unfolded protein response (CHOP); hit rate 0.34% among 330,000; CHO-CHOP luciferase reporter, UPR activation, luminescence; percent of tunicamycin response over DMSO baseline; activation, % at 10 µM;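 active = at 10 µM dose, activation of 40% or more, normalized to positive control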;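 note: 100% = tunicamycin at 10 µg/mL and 0% = DMSO alone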
#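 System: CHO-CHOP luciferase reporter cell line; amount: 500 cells/well; buffer or medium: F12 medium containing 10% fetal bovine serum; incubation: 6 h compound exposure at 37 °C after overnight seeding; measured by: luciferase luminescence after 10 min with Steady-Glo reagent; evaluation: % reporter activation, DMSO baseline versus tunicamycin full activation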
# 697 NFkB inh: lowers PMA/ionomycin-induced NF-kB signal in 697 B cells; hit rate 0.33% among 330,000; 697 B-cell NF-kB luciferase reporter, 16 h; inhibition, % at 4 µM; in the data active = inhibition above about 35%
# Mdm2 MdmX PPI: disrupts the human Mdm2-MdmX interaction; O15151+Q00987; SaOS-2 split-luciferase Mdm2/MdmX complementation, luminescence; inhibition, % at 8 µM; hit rate 3% among 330,000;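 active = inhibition of at least 50% at 8 µM in the primary screen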
# Target sequence (O15151 whole entry, looked up): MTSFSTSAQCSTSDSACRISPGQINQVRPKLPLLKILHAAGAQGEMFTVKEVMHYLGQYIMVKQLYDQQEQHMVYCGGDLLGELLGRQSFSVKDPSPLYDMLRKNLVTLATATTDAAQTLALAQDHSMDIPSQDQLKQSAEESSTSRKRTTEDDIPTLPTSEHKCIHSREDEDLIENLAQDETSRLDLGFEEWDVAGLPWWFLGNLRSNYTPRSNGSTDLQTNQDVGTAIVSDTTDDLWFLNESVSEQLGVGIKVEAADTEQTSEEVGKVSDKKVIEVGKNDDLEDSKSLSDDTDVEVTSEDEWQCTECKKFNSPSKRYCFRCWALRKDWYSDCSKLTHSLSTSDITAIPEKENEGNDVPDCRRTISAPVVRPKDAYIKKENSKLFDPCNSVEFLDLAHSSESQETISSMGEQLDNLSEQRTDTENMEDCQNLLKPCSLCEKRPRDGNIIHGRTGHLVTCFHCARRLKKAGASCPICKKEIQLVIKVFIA
# Target sequence (Q00987 whole entry, looked up): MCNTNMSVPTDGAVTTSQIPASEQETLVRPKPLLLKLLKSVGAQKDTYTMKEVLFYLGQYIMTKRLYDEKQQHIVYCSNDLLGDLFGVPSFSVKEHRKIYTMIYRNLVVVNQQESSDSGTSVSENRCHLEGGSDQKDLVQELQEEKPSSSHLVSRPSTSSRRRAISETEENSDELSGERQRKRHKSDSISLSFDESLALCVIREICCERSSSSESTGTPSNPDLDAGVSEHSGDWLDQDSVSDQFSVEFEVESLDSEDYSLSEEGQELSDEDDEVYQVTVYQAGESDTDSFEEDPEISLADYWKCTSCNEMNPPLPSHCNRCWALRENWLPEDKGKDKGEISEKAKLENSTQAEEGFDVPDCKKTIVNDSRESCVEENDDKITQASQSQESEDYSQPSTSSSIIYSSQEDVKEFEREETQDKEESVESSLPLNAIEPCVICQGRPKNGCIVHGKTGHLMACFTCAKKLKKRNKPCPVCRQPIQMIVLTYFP
# The depositor's hits bear a star.
SMILES,XBP1 UPR activ,tim10-1 inh,TIM10 inh,tim23-1 inh,Jurkat NFkB inh,CHOP UPR activ,697 NFkB inh,Mdm2 MdmX PPI
O=C(COc1ccccc1)Nc1nc2cc3c(cc2s1)OCCO3,3.0,-1.8,10.0,3.6,-10.3,2.3,-43.2,-1.5
CNC(=O)c1ccc(NC(=O)CC2SC(N3CCCC3)=NC2=O)cc1 (stereo not drawn),-1.1,3.7,5.7,-5.4,6.3,0.4,8.8,9.5
O=C(CCn1cnnn1)Nc1ccc(Cl)c(Cl)c1,2.3,9.4,12.2,-5.0,31.4,0.9,5.3,28.8
COc1cccc(C2CC3(CC(C)(C)NC(=S)N3)Oc3cc(O)ccc32)c1 (stereo not drawn),0.2,6.3,9.2,14.9,2.1,3.3,6.9,5.4
CCN(CC)CCCn1c(C)cc2c(c1=O)C(c1ccccc1)C(C#N)=C(N)O2 (stereo not drawn),-2.2,0.1,0.9,1.7,-6.9,1.7,-15.8,-8.2
CCOC(=O)Nc1ccc(S(=O)(=O)Nn2cnnc2)cc1,-1.6,-6.9,-1.7,0.7,29.5,-0.5,7.4,8.5
Cc1occc1C(=O)Nc1cccc([N+](=O)[O-])c1C,-2.1,-7.6,-22.3,8.1,-8.4,0.3,9.9,12.8
COc1ccc(C2=Nn3c(nnc3-c3ccco3)SC2)cc1,4.5,10.9,17.6,32.3,25.5,-0.3,20.9,43.0
Cc1cc(NC(=O)CSc2nnc(COc3cccc(C)c3C)n2Cc2ccco2)no1,-1.2,5.1,-14.3,-11.7,-1.2,-2.0,10.4,17.2
COc1ccccc1CN1CCN(Cc2ccc3ccccc3c2)CC1,-0.2,9.5,10.7,1.6,2.9,1.2,10.1,6.9
Cc1cccc2c1N(CCCOc1ccccc1)C(=O)C2=O,2.1,22.6,26.3,58.5*,4.7,-0.1,14.9,20.5
O=C(Cc1ccccc1)OCC(=O)c1cccc([N+](=O)[O-])c1,-0.3,1.1,-0.6,0.5,3.9,0.0,12.6,5.6
Cn1nc(C(=O)Nc2ccccc2N2CCCC2)c2ccccc2c1=O,5.8,27.7,-0.1,40.2,-10.7,-2.1,-9.6,-2.9
Cc1c(NC(=O)NC(C)N2C(=O)C3C4C=CC(C4)C3C2=O)c(=O)n(-c2ccccc2)n1C (stereo not drawn),2.9,19.8,17.4,18.7,-11.4,-1.5,-10.8,9.8
CCCCNC(=O)c1ccc(CNc2c(N3CCC(C(=O)OCC)CC3)c(=O)c2=O)cc1,0.2,-0.1,-3.2,15.5,-12.3,-0.5,-20.5,-12.5
Cc1cc(C(=O)N2CCCC(N3CCN(c4cccc(C(F)(F)F)c4)CC3)C2)nn1C (stereo not drawn),-1.6,19.7,3.4,14.7,5.8,2.5,-2.0,-6.7
O=C1CCCc2ccccc2N1Cc1c(Cl)cccc1Cl,0.5,16.3,7.1,32.4,5.3,1.0,-2.6,8.4
COc1cc(/C=N/NC(=O)c2ccncc2)ccc1OCCN1CCCCC1,0.0,-12.3,-7.6,-12.4,-12.3,-0.5,1.8,1.8
N#Cc1cc(S(=O)(=O)c2ccccc2)c(N)[nH]c1=O,8.9,12.2,-13.8,2.2,5.2,1.1,2.5,5.7
CC(=O)c1cccc(OCC(=O)N2CCN(c3ccc(C(F)(F)F)cn3)CC2)c1,-3.0,16.1,16.8,17.0,2.6,0.5,11.9,7.1
CCOC(=O)c1c(SC)nc(SC)c2c1CCC2,-5.1,22.5,0.1,18.4,-1.4,1.4,8.5,12.1
Cc1ccc(-c2ccnc3c(Cl)c(C)nn23)cc1,2.4,34.2,7.4,28.4,4.6,0.9,1.3,12.2
NS(=O)(=O)c1ccc(CNC(=O)c2cc(-c3cccnc3)nc3ccc(Cl)cc23)cc1,-0.6,1.0,-1.6,-7.5,-4.2,-0.7,-3.5,15.8
N#Cc1c(Cl)cccc1-n1ccnc1,-0.6,2.2,-0.2,-4.3,-1.3,2.6,2.6,-25.4
Cc1ccccc1NC1=C/C(=N\S(=O)(=O)c2cccs2)c2ccccc2C1=O,-5.9,81.7*,66.7*,22.8,51.3*,-4.9,-170.8,73.3*
Cc1cc(=O)[nH]c2sc(C(=O)N3c4ccccc4CC3C)c(N)c12 (stereo not drawn),-2.8,1.0,-2.8,15.7,-3.1,1.1,7.4,-9.8
COc1ccc(CNC(=O)CCS(=O)(=O)c2ccc3c(c2)oc(=O)n3C)cc1,-0.9,14.0,3.9,12.6,5.5,-0.4,2.5,18.7
C/C(=N\NC(=O)c1cccs1)c1ccc2c(c1)OCO2,4.1,22.6,30.3,37.3,-33.6,13.0,-13.6,-11.5
O=C(CSc1nnc(-c2ccc(OC(F)F)cc2)o1)N1CCOCC1,4.2,-3.6,-1.3,16.6,-33.1,13.3,-48.8,-40.1
COC(=O)c1sccc1NC(=O)c1c(C)noc1C,0.9,5.3,-7.3,-15.2,10.2,-1.6,10.1,18.2
CC(=O)n1cc([C@H]2C=C(C(=O)O)O[C@@H](OCCCCO)C2)c2ccccc21,-0.6,-7.0,0.7,-13.9,1.3,-0.4,12.2,16.2
CC(=O)OC(C(=O)NCc1ccc2c(c1)OCO2)c1ccccc1Cl (stereo not drawn),1.6,19.7,23.1,-5.6,2.5,-0.3,14.9,-27.7
CC(=O)N(c1ccccc1)C1CC(C)N(C(=O)c2ccccc2)c2ccccc21 (stereo not drawn),-0.9,42.1*,20.4,28.9,12.9,2.4,-1.5,17.5
CCOC(=O)N1CCN(C(=O)c2nn(-c3ccc(C)cc3)c(=O)c3c2c2ccccc2n3C)CC1,34.3*,19.0,20.8,0.5,-5.1,-0.8,31.0,21.5
COc1ccc(C(=O)Nc2nnc(S(=O)(=O)Cc3ccc(F)cc3)s2)cc1,-3.1,-6.0,0.1,-3.5,8.7,0.0,4.3,-9.5
CCCCCCC(CC(=O)NCc1cccnc1)CC(=O)NCc1cccnc1,-5.9,-0.9,2.2,7.7,-4.5,-1.4,-1.8,-5.9
CC1(C)Oc2ccc3ccc(=O)oc3c2/C(=C/NC2CCCCC2)C1=O,1.7,39.8,54.4*,-1.0,0.5,0.6,6.4,13.0
O=C(Nc1ccccc1C(=O)N1CCOCC1)c1cccnc1,-3.9,-19.3,-1.0,-7.7,-1.5,-1.6,6.5,13.3
COc1ccc(CN2C3CCCC2CC(NC(=O)c2cccc(F)c2)C3)cc1 (stereo not drawn),-1.2,1.0,-9.2,7.6,3.7,4.2,-2.8,31.1
CCOc1ccc(C(=O)N(Cc2ccc(N(C)C)cc2)C2CCS(=O)(=O)C2)cc1 (stereo not drawn),-0.6,16.8,15.6,11.8,-2.2,0.4,2.6,3.2
COc1ccc(CCNC(=O)C(=O)NCC2OCCN2S(=O)(=O)c2ccc(Br)cc2)cc1 (stereo not drawn),-0.1,10.7,-1.9,-6.2,4.0,7.0,-4.8,6.6
COc1ccc(-c2cc(C(=O)OCC(=O)Nc3ccc4c(c3)OCO4)c3ccccc3n2)cc1,-1.5,12.9,7.2,-0.8,-5.5,0.6,-7.4,1.6
O=C(CCCCn1c(=O)c2ccccc2n(CC(=O)Nc2cccc(F)c2)c1=O)NCc1ccco1,-5.1,-14.0,-3.0,7.2,10.6,1.3,-8.1,15.4
CC(CNC(=O)c1ccc(N)cc1)NC(=O)c1ccc(N)cc1 (stereo not drawn),4.6,6.1,1.1,11.6,-9.1,1.8,-22.5,-17.5
Cc1ccc(-n2c(N)c(-c3nc4ccccc4n3C)sc2=S)cc1,3.8,16.7,3.5,-2.7,-63.5,4.0,-152.4,-13.3
COc1ccc(C(=O)NC(C)CCn2cccn2)cc1OC1CCN(C(C)C)CC1 (stereo not drawn),-1.8,-6.2,3.7,2.6,0.6,2.0,-10.7,10.9
COCCCn1c(=O)c2sccc2n(Cc2ccc(C)cc2)c1=O,-2.3,22.6,15.1,22.0,2.3,0.3,-15.3,-6.7
CCNC(=O)CSc1nnc(-c2cc(-c3ccc(Cl)cc3)nc3ccccc23)o1,0.0,31.4,17.7,19.4,-1.5,2.5,-4.3,14.2
N#Cc1ccccc1Cn1c(=O)n(C2CCCC2)c(=O)c2ccccc21,1.8,46.1*,24.0,41.4,-18.9,4.5,-28.7,1.3
CCn1nc(NS(=O)(=O)c2ccc(NC(C)=O)cc2)c2cc3cccc(C)c3nc21,-5.1,-5.7,3.5,9.2,13.2,0.8,9.4,6.2
COc1ccc(C(=O)NNC(=O)Cc2ccc(-c3ccccc3)cc2)cc1OC,2.2,16.8,-1.2,20.9,4.0,-1.0,13.5,-0.2
COC(=O)C1=C(O)/C(=C\c2cc(C)n(-c3ccccc3F)c2C)N=C1C,-2.3,11.3,23.5,1.0,2.8,-0.4,12.7,6.7
Cc1[nH]c2ccc(C(=O)OC(C)C(=O)NCc3ccccc3)cc2c1C (stereo not drawn),-1.0,-5.6,-5.1,7.6,48.9,0.4,-54.4,35.3
CCOC(=O)c1[nH]c2ccc(F)cc2c1N=C(C)N(CC)CC,-1.4,-5.5,-24.1,-5.1,5.7,-3.0,9.8,-8.3
CCC(CC)C(=O)Nc1nc(-c2ccc3c(c2)CCN3C(=O)C2CC2)c(C)s1,-1.1,17.0,26.2,7.0,-3.3,-2.9,-11.1,30.4
COc1cccc(-c2cc(C(=O)N3CC4(C)CC3CC(C)(C)C4)no2)c1 (stereo not drawn),-0.4,33.2,25.9,43.6,-9.7,2.2,-20.1,-19.9
O=C(NCCOc1nc(N2CCOCC2)nc(N2CCOCC2)n1)Nc1ccccc1,-1.0,1.4,-9.3,8.3,0.6,0.0,19.6,11.9
Cc1noc(NS(=O)(=O)c2ccc(NC(=O)COc3ccc(C#N)cc3)cc2)c1C,0.1,-15.7,-10.9,-5.5,0.6,0.5,-5.1,10.6
CCc1cccc(OCC2Cn3c(nc4c3c(=O)[nH]c(=O)n4C)O2)c1 (stereo not drawn),-3.0,16.0,-1.1,11.9,-1.8,1.7,11.0,25.7
Cc1cccc(C(=O)OCC(=O)c2c(N)n(CC(C)C)c(=O)n(C)c2=O)c1[N+](=O)[O-],-1.9,11.9,16.2,17.1,33.8,2.3,6.3,17.1
O=C(NCC1CCCO1)C(c1ccncc1)N(Cc1cccs1)C(=O)Cn1nnc(-c2ccc(F)cc2)n1 (stereo not drawn),-1.1,-1.1,16.2,-7.4,3.8,0.1,13.1,14.1
Cc1ccc(S(=O)(=O)NCC(c2ccco2)S(=O)(=O)c2ccccc2)cc1 (stereo not drawn),-1.6,43.5*,4.9,27.4,8.3,-0.2,5.5,6.9

# Single records (already shown).
# COC(=O)C1=C(O)/C(=C\c2cc(C)n(-c3ccccc3F)c2C)N=C1C reads XBP1 UPR activ: -2.3; tim10-1 inh: 11.3; TIM10 inh: 23.5; tim23-1 inh: 1.0; Jurkat NFkB inh: 2.8; CHOP UPR activ: -0.4; 697 NFkB inh: 12.7; Mdm2 MdmX PPI: 6.7
# N#Cc1ccccc1Cn1c(=O)n(C2CCCC2)c(=O)c2ccccc21 reads XBP1 UPR activ: 1.8; tim10-1 inh: 46.1*; TIM10 inh: 24.0; tim23-1 inh: 41.4; Jurkat NFkB inh: -18.9; CHOP UPR activ: 4.5; 697 NFkB inh: -28.7; Mdm2 MdmX PPI: 1.3
# Cc1noc(NS(=O)(=O)c2ccc(NC(=O)COc3ccc(C#N)cc3)cc2)c1C reads XBP1 UPR activ: 0.1; tim10-1 inh: -15.7; TIM10 inh: -10.9; tim23-1 inh: -5.5; Jurkat NFkB inh: 0.6; CHOP UPR activ: 0.5; 697 NFkB inh: -5.1; Mdm2 MdmX PPI: 10.6

# Bioassay records (PubChem)
